# KDM5B inh = Primary screen for KDM5B Histone Demethylases FDH-coupled qHTS. Lysine-specific demethylase 5B (Homo sapiens), Q9UGL1. KDM5B demethylase, FDH-coupled NADH fluorescence (FDH is formaldehyde dehydrogenase). Potency, µM (highest dose often 57.7 µM), for inactives: top-dose activity change, negative = inhibition, most hits filed as inhibitors. 2.6% of 220,000 active; active means well fitted inhibition curve with a large enough effect; inconclusive means small, poorly fitted or top-dose-only effect; inactive means no such curve, though single readings can be large or run the other way; further: 0% is about no effect; nearly all actives have a fitted effect of over 70% in size
# Target sequence (Q9UGL1 whole entry, looked up): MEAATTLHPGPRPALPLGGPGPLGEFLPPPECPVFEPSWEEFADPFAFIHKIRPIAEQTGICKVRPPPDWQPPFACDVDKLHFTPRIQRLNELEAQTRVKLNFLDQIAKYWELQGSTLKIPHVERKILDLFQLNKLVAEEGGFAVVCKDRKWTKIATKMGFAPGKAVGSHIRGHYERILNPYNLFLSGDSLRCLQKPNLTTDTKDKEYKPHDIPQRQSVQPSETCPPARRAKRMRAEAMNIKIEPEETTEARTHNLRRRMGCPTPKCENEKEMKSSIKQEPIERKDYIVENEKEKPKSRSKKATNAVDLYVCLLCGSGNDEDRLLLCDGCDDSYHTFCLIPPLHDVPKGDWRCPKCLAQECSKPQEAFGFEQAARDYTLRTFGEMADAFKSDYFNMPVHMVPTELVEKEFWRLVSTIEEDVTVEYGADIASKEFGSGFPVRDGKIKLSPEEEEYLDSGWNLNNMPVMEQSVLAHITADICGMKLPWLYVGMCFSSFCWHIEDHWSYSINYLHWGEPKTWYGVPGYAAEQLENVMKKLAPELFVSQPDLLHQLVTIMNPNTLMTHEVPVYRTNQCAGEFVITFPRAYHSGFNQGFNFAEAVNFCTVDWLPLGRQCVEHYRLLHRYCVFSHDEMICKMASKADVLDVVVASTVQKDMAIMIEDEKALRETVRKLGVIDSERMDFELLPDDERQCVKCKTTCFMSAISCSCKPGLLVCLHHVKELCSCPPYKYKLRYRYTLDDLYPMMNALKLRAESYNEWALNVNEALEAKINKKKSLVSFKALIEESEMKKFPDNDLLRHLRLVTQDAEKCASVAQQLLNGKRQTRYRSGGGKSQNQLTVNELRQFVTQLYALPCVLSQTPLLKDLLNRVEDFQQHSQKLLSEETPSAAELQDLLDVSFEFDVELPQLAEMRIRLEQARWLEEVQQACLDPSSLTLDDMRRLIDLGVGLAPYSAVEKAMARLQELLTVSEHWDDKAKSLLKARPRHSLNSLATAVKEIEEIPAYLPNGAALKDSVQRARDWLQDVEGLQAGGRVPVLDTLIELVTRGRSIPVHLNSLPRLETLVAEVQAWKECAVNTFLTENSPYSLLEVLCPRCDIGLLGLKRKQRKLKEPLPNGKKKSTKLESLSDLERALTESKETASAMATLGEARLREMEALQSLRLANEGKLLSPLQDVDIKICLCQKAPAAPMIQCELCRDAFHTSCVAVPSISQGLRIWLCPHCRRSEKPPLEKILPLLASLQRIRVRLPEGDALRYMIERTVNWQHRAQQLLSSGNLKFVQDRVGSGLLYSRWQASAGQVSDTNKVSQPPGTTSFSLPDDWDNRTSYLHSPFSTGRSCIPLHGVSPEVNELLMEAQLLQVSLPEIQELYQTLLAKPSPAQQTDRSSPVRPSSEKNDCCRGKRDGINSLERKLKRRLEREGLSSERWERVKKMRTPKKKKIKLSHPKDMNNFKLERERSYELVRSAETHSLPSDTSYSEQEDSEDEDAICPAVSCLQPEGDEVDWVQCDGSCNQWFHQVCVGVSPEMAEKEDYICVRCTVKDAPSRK
#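 qHTS format, multiple compound concentrations. Buffer 50 mM HEPES pH 7.5/0.01% Tween-20; 200 nM KDM5BΔAP final; 10 min compound preincubation; substrate-mix levels 12.5 µM peptide, 25 µM α-KG, 0.25 mM NAD⁺; 30 min RT; ΔRFU.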
# * marks the source's active call; other numbers are inactive results; i = inactive; ? = inconclusive; [ ] = remark or other dose. Potency means the concentration at half of the fitted maximal effect. Some of the compounds tested; rates above refer to the full screens.
no.	Molecule	KDM5B inh
1	O=C(C1CCCCN1S(=O)(=O)c1ccccc1)N1CCCC1 (centres undefined)	-0.8%
2	N#Cc1nc(COc2cccc(Cl)c2)oc1N1CCCCCC1	-28.2%
3	Cc1ccnn1CCC(=O)N1CC[C@H](N2CCN(C)CC2)[C@H](CCC(=O)O)C1	-26.3%
4	Cc1ccc2c(c1)N(C(=O)Nc1ccc(Br)cc1F)CC(C)O2 (centres undefined)	4.5%
5	O=C(CCNS(=O)(=O)c1ccc2c(c1)CCN2C(=O)C1CC1)Nc1ccc(Cl)cc1	2.0%
6	COc1ccc(-c2cnc(NC(=O)NCc3ccccc3)n2C)cc1	-6.0%
7	Cc1c(-c2ccccc2)oc2c(C(=O)OCC(=O)Nc3ccc(F)cc3F)cccc2c1=O	9.2%
8	NC(=O)[C@@H]1CN(C(=O)c2cncnc2)C[C@H]1COc1ccccc1	14.1%
9	O=C(c1cccc2c1NCCC2)N1CCn2nc(C(O)C3CC3)cc2C1 (centres undefined)	?
10	COCCN1C(=O)C(CC(N)=O)=C2CCCCC21 (centres undefined)	-10.0%
11	COCc1ccc2c(c1)c(OC(C)(C)C(=O)NCC[S+](C)(=O)[O-])nn2Cc1cccnc1	17.9%
12	Cn1c(C(=O)NC(C)(C)C)cc2c1CCN(Cc1cccc(F)c1)C2	?
13	CCOc1ccc(-c2cn3c(n2)sc2cc(C(=O)NCCC4=CCCCC4)ccc23)cc1	?
14	COCC(=O)N1CCC2(CC1)OCCN2S(=O)(=O)c1c(C)cc(C)cc1C	18.8%
15	O=C(COC(=O)c1ccccc1Sc1ccc(C(F)(F)F)cc1[N+](=O)[O-])NC12CC3CC(CC(C3)C1)C2	22.6%
16	COc1ccc(C(=O)N2CCC3(CC2)OCC(C(=O)NC2CC2)N3C(=O)c2ccc(F)cc2)cc1 (centres undefined)	-7.3%
17	CCCN(Cc1ccccc1)C(=O)NCCC(=O)OCC	17.0%
18	Cc1ccc(S(=O)(=O)N2CCN(Cc3nc4ccc(C)cc4o3)CC2)c(C)c1	-21.7%
19	COCCn1c(=O)c2c(nc(-n3nc(C)cc3C)n2CCCc2ccccc2)n(C)c1=O	19.1%
20	CC(NC(=O)c1cc(S(N)(=O)=O)ccc1F)c1ccc2c(c1)OCCCO2 (centres undefined)	-22.0%
21	O=C(N[C@@H]1CN(C(=O)Nc2ccc(OC(F)(F)F)cc2)CCC[C@H]1O)c1ccc(OCCN2CCOCC2)cc1	-8.8%
22	O=C(c1ccc2c(c1)N(Cc1ccccc1F)C(=O)c1ccccc1S2=O)N1CCN(c2ccccc2)CC1 (centres undefined)	?
23	COc1cc2ccccc2cc1C(=O)Nc1cccc2ncccc12	?
24	COc1cccc(C2C(C(N)=O)=C(C)Nc3ncnn32)c1 (centres undefined)	-9.3%
25	O=C1[C@@H]2C(c3ccc(F)cc3)=NO[C@@H]2C(=O)N1Cc1ccccc1	20.3%
26	COCCNC(=O)c1cc(-c2cccc(Cl)c2)on1	-6.2%
27	CCn1nc(C(C)C)cc1C(=O)N1CCN(C)C2(CCC(=O)N(C)CC2)C1 (centres undefined)	-10.4%
28	COC(=O)c1ccc(C2C(C(C)=O)C(=O)CC(C)(O)C2C(C)=O)cc1 (centres undefined)	8.5%
29	Cc1ccc(NC(=O)Cn2c(=O)n(CCC(C)C)c(=O)c3cccnc32)cc1C	43.0%[activator]
30	Cc1ccc(NC(=O)C2CCCN(S(=O)(=O)c3cccc4nsnc34)C2)cc1C (centres undefined)	-19.3%

# Results in sequence from above.
# KDM5B inh for nos. 16 to 25: -7.3%, 17.0%, -21.7%, 19.1%, -22.0%, -8.8%, ?, ?, -9.3%, 20.3%

# New compounds follow
no.	Molecule	KDM5B inh
31	CSc1ccc(CCNC(=O)C(C)n2nc(C)c3c(C)n(-c4ccccc4)nc3c2=O)cc1 (centres undefined)	-3.6%
32	COc1cccc(/C=C/c2nc(C#N)c(NCCN(C)C)o2)c1	?
33	CC(NC(=O)C1CCN(C(=O)c2cccc3ccccc23)CC1)c1ccccc1 (centres undefined)	13.0%
34	Cc1ccc2nc(-c3ccccc3)cc(C(=O)NCC3CCCO3)c2c1 (centres undefined)	?
35	Cc1cc2oc(=O)cc(CN(C)Cc3cccs3)c2cc1C	11.6%
36	CCc1ccc(CN(C(=O)c2nc(SC)ncc2Cl)C2CCS(=O)(=O)C2)cc1 (centres undefined)	-13.9%
37	O=C(NCc1cccc(Br)c1)c1ccc(-n2cnc3cccnc32)cc1	?
38	O=C(c1ccc(F)cc1Cl)N1CCN(c2cc(-c3ccc(F)cc3)[nH]n2)CC1	-6.5%
39	COc1ccccc1C(NC(=O)c1cc(C(C)=O)c[nH]1)c1nccn1C (centres undefined)	5.1%
40	COc1ccc(C(=O)Nc2ccc3oc(-c4ccccc4C)cc(=O)c3c2)cc1	13.7%
41	COc1ccccc1NC(=O)CCNS(=O)(=O)c1ccc2c(c1)CCCC(=O)N2	-28.2%
42	FC(F)(F)c1cnc(SCc2csc(-c3ccccc3)n2)c(Cl)c1	-12.3%
43	COc1ccc(NC(=O)Nc2ccc(C)n(CC(=O)O)c2=O)cc1	-27.4%
44	Cc1cc(C)n(C(=O)c2cn(C)nc2S(=O)(=O)N2CCN(c3cccc(F)c3)CC2)n1	7.8%
45	COc1ccc(Cn2c(C3CCN(C(=O)Cc4cccs4)CC3)n[nH]c2=O)cc1	17.8%
46	CCc1ccc(-n2c(N3CCN(c4ccc(F)cc4)CC3)nc3ccccc3c2=O)cc1	?
47	COc1ccc(CCC2CCN(C(=O)Nc3ccccc3)CC2)cc1	-3.6%
48	CCNC(=O)N[C@@H]1C=C[C@@H](c2c(C)nn(-c3ccc(F)cc3)c2C)C1	-6.3%[86.2 µM]
49	COc1ccccc1OCCn1cnc2c1c(=O)n(C)c(=O)n2C	3.2%
50	CCCCNc1nc(-c2ccc(NC(=O)CC)cc2)cs1	-4.7%
51	O=C(NCc1cccs1)c1ccc(CSc2nc3cccnc3n2Cc2ccccc2F)cc1	?
52	Cc1ccc(Cl)cc1NC(=O)CN1C(=O)CCc2ccccc21	-15.4%
53	COCC(=O)N1C2CCCC1CC(=O)C2	21.8%[115 µM]
54	COc1ccc(C(=O)NCCc2sc3nc(-c4ccc(C)cc4)nn3c2C)cc1OC	-29.8%
55	COc1ccc(-c2nc3cc(C)ccc3cc2CN2CCCC(O)C2)cc1OC (centres undefined)	-15.7%
56	C=CCNc1nc(C(=O)OCC(=O)N(C)CC(=O)Nc2ccc(C)cc2)cs1	-2.7%
57	Cc1ccc(C(=O)Nc2ccc(-c3nc4ccc(C)cc4s3)cc2)c(C)c1	248.2%[activator]
58	O=C(C1CCC1)N1CCC2(CC1)CC(N(Cc1ccc(F)cc1)C1CC1)CCO2 (centres undefined)	-15.8%
59	CCc1ccc(N2CC(C(=O)OCC(=O)Nc3ccc(C#N)cc3)CC2=O)cc1 (centres undefined)	7.4%
60	COc1ccc(C2Cn3cnc(C(=O)N4CCC(C(=O)NCc5ccccn5)CC4)c3CO2)cc1 (centres undefined)	26.3%

# Part of the list above, reformatted.
(45) COc1ccc(Cn2c(C3CCN(C(=O)Cc4cccs4)CC3)n[nH]c2=O)cc1
  KDM5B inh: 17.8%
(46) CCc1ccc(-n2c(N3CCN(c4ccc(F)cc4)CC3)nc3ccccc3c2=O)cc1
  KDM5B inh: ?

# Individual results from the results shown:
# Under KDM5B inh, `COc1ccc(C(=O)NCCc2sc3nc(-c4ccc(C)cc4)nn3c2C)cc1OC` shows -29.8%
# Under KDM5B inh, `COc1ccc(-c2nc3cc(C)ccc3cc2CN2CCCC(O)C2)cc1OC` (centres undefined) shows -15.7%

# Continued.
no.	Molecule	KDM5B inh
61	CC(C)c1nccn1CCCNC(=O)c1ccc(-c2cccnc2)nc1	-4.4%
62	CCc1ccccc1N(c1nc(-c2ccc(OC)c(OC)c2)no1)c1nc(-c2ccc(OC)c(OC)c2)no1	-45.8%
63	Cc1ccc(C)c(Oc2coc3cc(OC(=O)C(C)(C)C)ccc3c2=O)c1	?
64	COCCCNC(=O)CCC(=O)NNc1nc2ccccc2c2nc(C)nn12	-13.5%
65	CN(C)C(=O)N1CCCN(c2nc3ncccc3o2)CC1	28.2µM*
66	CC(C)C(=O)Nc1ccc(-c2nc(-c3ccccc3)co2)cc1	-5.5%
67	O=S(=O)(c1ccccc1)c1nc(-c2cccs2)oc1SCc1ccccc1F	?
68	COC(=O)CCCNC(=O)c1cc(-c2ccncc2)nc2ccccc12	-6.3%
69	COc1cc(OC)c2[nH]c(C(=O)OC(C)C(=O)c3ccccc3)cc2c1 (centres undefined)	?
70	CCOc1ccc(-c2cc(C(=O)O)c3cc(Br)ccc3n2)cc1	?
71	CCN1c2cc(C(=O)Nc3ccc4c(c3)OCCO4)ccc2C(=O)N2CCCC21 (centres undefined)	?
72	CCc1ccc(C(=O)c2cn(CC(=O)Nc3ccc4c(c3)OCCO4)c3ccc(F)cc3c2=O)cc1	-24.7%
73	Cn1cnc(C(=O)N2CCC3(CC2)CC(N(Cc2ccccc2)C2CC2)CCO3)c1 (centres undefined)	6.9%
74	COC(=O)[C@H](Cc1ccc(OC)cc1)NC(=O)[C@H]1CN(C(C)=O)CCN1C(=O)C1CCCCC1	18.6%
75	C[C@@H](NC(=O)[C@@H]1C[C@@H](NC(=O)c2cnccn2)CCN1C(=O)c1ccco1)C(N)=O	-17.4%[86.2 µM]
76	Cc1cc(C(=O)N[C@@H]2C[C@H](Cn3cc(CN(C)C)nn3)[C@@H](O)[C@H]2O)no1	-13.3%[86.2 µM]
77	COc1ccc(CN[C@H]2C[C@H]3C(=O)NC[C@@H](CCC(=O)N4CCCCC4)N3C2)cc1	?
78	CCCCCn1nc(C(=O)NC2CCN(C(=O)C3CC3)CC2)c2ccccc2c1=O	-14.8%
79	O=C(CSc1nc2ccccc2n1Cc1ccccc1F)NCc1ccccc1	-0.5%
80	O=C(COC(=O)c1ccc(S(=O)(=O)N2CCCC2)cc1)Nc1ccc(Cl)cn1	15.3%
81	Cc1cc(C)cc(NC(=O)c2nnn(Cc3cccc(Br)c3)c2N)c1	?
82	O=C(NC1CCN(Cc2ccccc2)CC1)c1ccc(Cn2c(=O)c3ccccc3n(Cc3cccc(F)c3)c2=O)cc1	?
83	COc1ccc(OC)c(CN2CCCn3nc(C)c(-c4ccccc4C(C)C)c32)c1	?
84	CC(=O)OCC12COC(c3ccc(OC(C)=O)cc3)C(C(C)=CC1C)C2C (centres undefined)	-8.1%
85	COc1ccc(C(=O)NCCc2cccc(Cl)c2)cc1OC1CCN(C(C)=O)CC1	6.3%
86	O=C(NC1CCc2n[nH]c(=O)n2CC1)c1ccc(Br)o1 (centres undefined)	51.0%[activator]
87	Cn1nc(C(=O)N2CCN(c3ccccc3F)CC2)c2ccccc2c1=O	15.9%
88	COc1ccc(Cl)cc1NC(=O)Cn1ncc2c3ccccc3n(Cc3ccccc3)c2c1=O	?
89	O=C(Nc1cccc(COc2cccc(F)c2)c1)c1cc[n+]([O-])cc1	22.3%
90	CCCc1cc(=O)oc2cc(OCC(=O)N(C)C)ccc12	i
91	CC(C(=O)O)n1c(-c2ccn[nH]2)n[nH]c1=S (centres undefined)	14.7%
92	Cc1cccc(Cn2c(SCC(=O)c3ccccc3)nc3c2c(=O)[nH]c(=O)n3C)c1	0.0%
93	CN1C(=O)CC[C@]2(C(=O)NCc3ccc(Cl)cc3)CCCC[C@@H]12	-10.9%
94	Cc1noc(C)c1[S+](=O)([O-])N1CCC2(CC1)C(=O)NCN2Cc1ccc(Cl)cc1	21.0%
95	O=C1Cc2cc(-c3csc(-c4ccc(F)cc4)n3)cc3c2N1CCC3	-2.5%
96	CCOC(=O)C1(Cc2ccccc2C)CCCN(C(=O)c2csc(C)n2)C1 (centres undefined)	?
97	Cc1cc(CN(C)C(=O)c2cc(CN3CCC(Cc4ccccc4)CC3)on2)n[nH]1	-3.4%
98	COc1cccc(NS(=O)(=O)c2ccc3c(c2)n(C)c(=O)n3C)c1	9.5%
99	COC1C(=O)N(C2CCN(C(=O)C3CC3)CC2)C12CCOCC2 (centres undefined)	3.3%
100	Cc1cccc(C)c1NC(=O)c1ccc2ccccc2n1	-4.4%
101	O=C(CCCCCn1c(=O)[nH]c2ccsc2c1=O)NCc1ccccc1	-4.9%
102	CC(=O)Nc1ccc(NC(=O)C2CC(=O)Nc3nc4ccccc4n32)cc1 (centres undefined)	1.0%
103	O=C(O)c1ccnc(-c2ccnc(NCCN3CCCCC3=O)n2)c1	22.4µM*
104	N#Cc1cccc(C(=O)N2CCCCCCNC(=O)[C@@H]3C[C@@H](c4nc(Cc5ccccc5)no4)C[C@@H]32)c1	1.8%
105	O=C(CSc1nc2cc([N+](=O)[O-])ccc2o1)NC1CC1	-16.7%
106	Fc1ccc(/C=C/c2nc3cc(-c4ccccc4)ccc3o2)cc1	-23.7%
107	O=S(=O)(c1ccc(Cl)cc1)c1ccc(-c2ccc(S(=O)(=O)c3ccc(Cl)cc3)cc2)cc1	27.5%
108	O=C(NCc1ccco1)[C@@H]1Cc2nc[nH]c2CN1Cc1cccnc1	?
109	O=C(CCC1CCCC1)N1CCC2(CC1)CC(N1CCOCC1)CCO2 (centres undefined)	-15.4%
110	CC(=O)N1CCOc2cc(S(=O)(=O)Nc3cc(C(F)(F)F)ccc3Cl)c(C)cc21	?
111	CC(C)NC(=O)[C@@H]1C[C@@H](N)CN1C(=O)c1cccc(C#CC(C)(C)O)c1	34.3%
112	COC(=O)c1c(C)oc(C)c1S(=O)(=O)N1CCOCC1	37.9%
113	Cc1ccc(NC(=S)N2CCCCCC2)cc1	26.3%
114	O=C(C[C@@H]1CCNC[C@@H]1Cc1cc(-c2ccccc2)on1)N1CCC(Cc2ccccc2)CC1	-11.6%
115	N#C/C(=C/c1ccccc1OC(F)F)C(=O)c1ccccc1	?
116	CNC(=O)[C@@H]1CN(S(=O)(=O)c2cc(F)ccc2F)C[C@H]1COC	20.9%
117	Brc1cccc(CNCCSc2nnnn2-c2ccccc2)c1	-6.3%
118	Cc1cc(CN2C[C@@H](CO)[C@H](NC(=O)C3CCC3)C2)n(C)n1	16.8%

# Bioassay records from PubChem BioAssay.
